Compound activity from PubChem BioAssay.
GCN5L2 inh – qHTS Assay for Inhibitors of GCN5L2. Histone acetyltransferase KAT2A (Homo sapiens), Q92830. GCN5L2 HAT assay, ThioGlo1 CoA-SH fluorescence. Potency, µM (titrated, usually from 58.9 µM), without a hit: at the highest dose activity change, negative = inhibition, hits mostly inhibitors. 0.21% of 390,000 active. AID 504327, 2011
Target sequence (Q92830 whole entry, looked up): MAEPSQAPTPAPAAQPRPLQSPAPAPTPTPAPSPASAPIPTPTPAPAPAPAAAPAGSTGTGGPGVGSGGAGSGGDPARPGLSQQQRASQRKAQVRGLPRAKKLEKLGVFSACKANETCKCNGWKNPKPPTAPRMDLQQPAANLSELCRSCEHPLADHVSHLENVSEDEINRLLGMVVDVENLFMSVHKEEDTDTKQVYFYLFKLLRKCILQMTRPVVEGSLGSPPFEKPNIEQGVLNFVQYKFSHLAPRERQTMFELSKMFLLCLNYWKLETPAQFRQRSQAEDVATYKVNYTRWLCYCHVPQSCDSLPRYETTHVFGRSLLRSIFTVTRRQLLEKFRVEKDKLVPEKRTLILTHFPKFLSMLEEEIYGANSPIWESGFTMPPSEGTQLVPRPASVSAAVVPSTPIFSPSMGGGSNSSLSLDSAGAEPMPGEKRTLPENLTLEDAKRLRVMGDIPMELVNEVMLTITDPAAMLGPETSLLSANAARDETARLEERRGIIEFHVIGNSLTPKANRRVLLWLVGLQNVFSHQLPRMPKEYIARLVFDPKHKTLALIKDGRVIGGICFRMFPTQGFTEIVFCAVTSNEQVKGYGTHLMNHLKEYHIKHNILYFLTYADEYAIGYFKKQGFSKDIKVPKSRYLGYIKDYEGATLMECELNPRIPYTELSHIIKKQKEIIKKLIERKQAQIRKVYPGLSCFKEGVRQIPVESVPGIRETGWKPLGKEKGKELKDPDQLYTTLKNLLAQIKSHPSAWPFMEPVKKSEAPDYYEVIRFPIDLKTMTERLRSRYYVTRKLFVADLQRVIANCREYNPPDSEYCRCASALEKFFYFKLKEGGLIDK
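Fluorescence readout, Ex340nm/Em540nm: ThioGlo1 (50uM final) reacts with free CoA thiol released as 20nM GCN5L2 acetylates H3(1-25) peptide (75uM) using acetyl-CoA (70uM). Compound and enzyme sat 15 min beforehand; 20 min room-temperature reaction.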
TDP1 inh – qHTS Assay for Inhibitors of Tyrosyl-DNA Phosphodiesterase (TDP1) | Tyrosyl-DNA phosphodiesterase 1 (Homo sapiens), Q9NUW8 | recombinant TDP1, AlphaScreen DNA substrate cleavage | Potency, µM (series often up to 130 µM), without a hit: at the top dose activity change, negative = inhibition, hits mostly inhibitors | 0.28% of 350,000 active | AID 485290, 2010; further: nearly all actives have a fitted effect of over 40% in size
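AlphaScreen read-out: signal falls as enzyme removes the 3' tyrosine-FITC from a 5'-biotinylated DNA oligo (15 nM, 5 min, RT). Enzyme was E. coli-made recombinant Tdp1 at 1 nM, exposed to compound for 15 min beforehand; beads 10 ug/ml, 10 min.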
TDP1 cell noCPT – qHTS for Inhibitors of human tyrosyl-DNA phosphodiesterase 1 (TDP1): qHTS in cells in absence of CPT. Potency, µM (titrated, usually from 46.2 µM), without a hit: top-dose activity change, negative = growth inhibition, actives largely listed as inhibitors. DT40 Tdp1-/- hTDP1 cells, no CPT, ATP luminescence, 48 h. 15% of 420,000 active; further: nearly all actives have a fitted effect of over 55% in size
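Camptothecin absent (DMSO only). Human TDP1-complemented DT40 knockout cells, 400 cells/well, 37 °C for minimum 48 hr; ATP measured via CellTiter-Glo, 30 min dark incubation, luminescence.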
* hit, by the source's call; ? = inconclusive; · = no result given; & = joins results of further samples; [ ] = dose if it differs, or a comment. The call rests on the fitted dose curve; in most records, active means well fitted curve in the direction sought with a large enough effect; inconclusive means small, poorly fitted or top-dose-only effect, or another doubt; inactive means no such curve, though single readings can be large; an effect the other way counts as inactive or inconclusive. On the % scale 0 is the no-effect control and ±100 the full control effect; potency means the concentration at half of the fitted maximal effect.

compound	GCN5L2 inh	TDP1 inh	TDP1 cell noCPT
Cc1nn2c(C)c(C(=O)N3CCN(c4ccc(Cl)cc4)CC3)cnc2c1-c1ccc(F)cc1	-2%	7%	-2%
CS(=O)(=O)N(CC(=O)Nc1ccccc1C(=O)N1CCCC1)c1cccc([N+](=O)[O-])c1	-3%	3%	-7%
C/C(=N\NC(=O)CCc1ccc(S(=O)(=O)N2CCOCC2)cc1)c1ccc(Br)cc1	-5%	0%	4%
Cc1ccc(CNCC(O)c2ccccc2)s1 (centres undefined)	1%	3%	1%
CCCn1c(C(O)c2cccc(OC)c2)nc2ccccc21 (centres undefined)	-21%	·	-29%
COc1ccc(N(Cc2cccs2)C(=O)c2ccc(OCC(C)C)cc2)cc1	-12%	-4%	21µM*
O=C(c1cc2c(=O)[nH]c3ccccc3c2s1)N1CCN(c2ccc(F)cc2)CC1	-1%	0%	?
CCOC(=O)CSc1nnc(CNC(=O)c2cc(OCC)c(OCC)c(OCC)c2)n1C	-4%	2%	-2%
COc1ccc(Nc2nc(-c3ccccc3F)nc3ccccc23)cc1OC	-5%&2%	10%	15µM*
C[C@H](CO)N1C[C@H](C)[C@@H](CN(C)C)Oc2c(NS(=O)(=O)c3ccc(F)cc3)cccc2C1=O	-1%	0%	-21%
N[C@@H](COC(c1cccc(F)c1)c1ccccc1OCc1ccccc1)C(=O)O (some centres undefined)	13%	11%	·
Cc1ccc(NC(=O)O/N=C/c2ccc(F)cc2)cc1	0%	·	0%
CCc1cccc(NC(=O)CSC2=NS(=O)(=O)c3ccccc32)c1	-2%	5%	4.1µM*
Cc1ccc(N2C(=O)CS/C2=C(\C(Cl)=C(Cl)Cl)[N+](=O)[O-])cc1	-24%	13%	-18%
Cc1ccc(-c2cccc(CN3CCN(C4CCN(C(C)C)CC4)C(CCO)C3)c2)o1 (centres undefined)	-5%	6%	7.3µM*
CCc1ccc(CNC(=O)C2CCN(c3nn4cc(-c5ccc(F)cc5)nc4s3)CC2)cc1	-4%	0%	-16%
Cc1ccc(-c2csc3ncnc(Cl)c23)cc1	-4%	-1%	?
COC(=O)CCC(=O)c1ccn(S(=O)(=O)c2ccccc2)c1	32%[activator]	·	1%
COc1ccc(C2=CC(c3ccc(F)cc3)n3nnnc3N2)cc1 (centres undefined)	-6%	6%	18µM*
COCC(=O)N1CCC2(CCCN(Cc3nccs3)C2)CC1	-6%	·	-5%

Single values from the entries so far:
COCC(=O)N1CCC2(CCCN(Cc3nccs3)C2)CC1 in GCN5L2 inh reads -6%
Cc1ccc(NC(=O)O/N=C/c2ccc(F)cc2)cc1 in TDP1 cell noCPT reads 0%
CCc1ccc(CNC(=O)C2CCN(c3nn4cc(-c5ccc(F)cc5)nc4s3)CC2)cc1 in TDP1 inh reads 0%
N[C@@H](COC(c1cccc(F)c1)c1ccccc1OCc1ccccc1)C(=O)O (some centres undefined) in TDP1 inh reads 11%
Cc1ccc(-c2csc3ncnc(Cl)c23)cc1 in GCN5L2 inh reads -4%

(continued)
compound	GCN5L2 inh	TDP1 inh	TDP1 cell noCPT
COc1ccccc1N1CCN(CC(O)COc2c(OC)cccc2OC)CC1 (centres undefined)	-23%	7%	?
CCn1c(CCNC(=O)c2ccc(C)cc2)n[nH]c1=S	-3%	-8%	2%
Cc1cccc(-n2c(Cc3cc(=O)[nH]c(=O)[nH]3)nnc2SC(C)C)c1	1%	5%	-11%
Clc1ccccc1-c1cc(NCc2cccnc2)ncn1	-6%	-11%[56.1 µM]	-20%
COc1ccc(C(=O)NC(CC(C)C)C(=O)O)cc1 (centres undefined)	-1%	1%	0%
CCOc1ccc(C(=O)NC(C(=O)NCC(c2cccs2)N(C)C)C(C)C)cc1 (centres undefined)	3%	0%	0%
O=C(CC1NCCc2ccccc21)Nc1ccccc1 (centres undefined)	-5%	5%	4%
CC(C)(O)C#Cc1ccc([C@@H]2C[C@H]3CN(c4ccccc4)C(=O)[C@]34CCCN24)s1	14%	-2%	?
O=C(CCC(=O)N1CCSc2ccccc21)Nc1ccc(F)cc1	-6%	·	-14%
Cc1ccc(N=Cc2cc(Cl)cc(Cl)c2O)nc1	-4%	1%	-24%
Cc1ccc(NC(=O)C2CCN(C(=O)[C@@H]3Cc4ccccc4CN3)CC2)c(C)c1	1%	2%	2%
C=CC[C@@H](CC(=O)N(CCO)Cc1ccccc1)C(=O)N[C@H](COC(=O)[C@@H](CC=C)Cc1ccc(F)cc1)c1ccccc1	-20%	1%	13µM*
O=C(CN1C(=O)c2ccccc2C1=O)OCC(=O)N1CCc2ccccc2C1	-2%	0%	0.0092µM*
O=C(Nc1ccc(N2CCN(C(=O)c3ccco3)CC2)c(Cl)c1)c1cccs1	-4%	6%	21µM*
CC(C)C[C@@H](CO)N1CCN(CC(C)C)CCC1=O	7%	·	-14%&-1%&4%
CCc1cc(C(=O)NC(C)C2CCCO2)cs1 (centres undefined)	-2%	5%	21%
Cc1nc(C)c(-c2ccn(S(=O)(=O)c3ccc(Cl)cc3)n2)o1	-1%	9%	?
C#CCOCCOCCOCCNc1nc(N2CCN(C(=O)[C@H](CCCN=C(N)N)n3cc(C(N)[C@@H](C)CC)nn3)CC2)nc(N2CCN(C(=O)[C@H](CCCCN)n3cc([C@@H](N)CC(N)=O)nn3)CC2)n1 (some centres undefined)	0%	-3%	-11%
O=C(Nc1ccccc1C(=O)N1CCCCC1)c1cccc(S(=O)(=O)N2CCOCC2)c1	-2%	6%	-6%
CC(=O)C(Cl)C(=O)Nc1ccccc1 (centres undefined)	-6%	-8%	4.1µM*
CC(=O)C1=C(c2ccccc2)OC(N)=C(C#N)C1c1ccc(O)cc1 (centres undefined)	-2%	0%	0%
CC(C)c1nnc(NC(=O)C2CCCN2S(=O)(=O)c2ccc(Cl)cc2)s1 (centres undefined)	1%	5%	-19%
O=S(=O)(c1ccccc1)c1cnn2c(C(F)(F)F)cc(-c3ccc(F)cc3)nc12	-6%	0%	-17%
Cc1ccc(NC(=O)C/C(N)=N/OC(=O)c2ccccc2)cc1	-14%	8%	-26%
CCC(C)C(NC(=O)OCc1ccccc1)C(=O)OCN1C(=O)c2ccccc2C1=O (centres undefined)	-15%	-6%	-30%
CNC[C@H](CC1CCCCC1)NC[C@H](Cc1ccccc1)NCCC12CC3CC(CC(C3)C1)C2	-4%	·	13µM*
CCN(CC)S(=O)(=O)c1ccc(C(=O)N2CCCCC2)cc1	-5%	0%	1%
CCOC(=O)N1CCN(C(=O)c2oc3ccc(S(=O)(=O)N4CC(C)CC(C)C4)cc3c2C)CC1 (centres undefined)	-10%	6%	?
O=C(CSc1nnc2ccccn12)NCc1cccs1	-4%	-5%	-2%
O=C(c1cc(C(F)(F)F)cc(C(F)(F)F)c1)N1CCC2(CC1)CCN(c1ccccc1)CC2	-5%	·	-10%

Some entries already given, reduced to TDP1 inh and GCN5L2 inh:
structure	TDP1 inh	GCN5L2 inh
COc1ccc(N(Cc2cccs2)C(=O)c2ccc(OCC(C)C)cc2)cc1	-4%	-12%
O=C(c1cc2c(=O)[nH]c3ccccc3c2s1)N1CCN(c2ccc(F)cc2)CC1	0%	-1%

Three records picked at random from the list so far, as already listed:
compound	GCN5L2 inh	TDP1 inh	TDP1 cell noCPT
CCN(CC)S(=O)(=O)c1ccc(C(=O)N2CCCCC2)cc1	-5%	0%	1%
Cc1ccc(NC(=O)C/C(N)=N/OC(=O)c2ccccc2)cc1	-14%	8%	-26%
CC(=O)C1=C(c2ccccc2)OC(N)=C(C#N)C1c1ccc(O)cc1 (centres undefined)	-2%	0%	0%

Additional records.
compound	GCN5L2 inh	TDP1 inh	TDP1 cell noCPT
Cc1ccc(C(CNS(=O)(=O)c2ccc(Br)cc2)N2CCN(C)CC2)cc1 (centres undefined)	-8%	·	?
COc1ccc(CC(NC(C)=O)C(=O)NC2CCN(C(=O)NCc3ccccc3)CC2)cc1 (centres undefined)	1%	-4%	2%
CCn1c(C)c(C)c2cc(C(=O)NCCCN3CCOCC3)ccc21	-7%	5%	2%
COc1ccc(/C=N/NC(=O)c2c(-c3ccccc3)noc2C)cc1	3%	5%	-1%
O=C(COc1ccccc1O)NCCN1CCOCC1	-3%	-3%	1%
Cc1ccc(C)c(OCC(=O)Nc2c(C)n(C)n(-c3ccccc3)c2=O)c1	-1%	1%	-6%
CCOC(=O)c1sc2nc(C)n(N)c(=O)c2c1C	-6%	6%	4%
O=C(CN1CCCCC1)Nc1cccc(Cl)c1Cl	-19%	-3%	-8%
C[C@H](CO)N1C[C@H](C)[C@@H](CN(C)S(=O)(=O)c2cccs2)Oc2c(NS(=O)(=O)c3cn(C)cn3)cccc2C1=O	1%	0%	-13%
CN1C(=O)CSc2ccc(NC(=O)NCc3ccco3)cc21	-3%	-1%	-3%
Cc1nc2cc(Cl)ccc2n1-c1ccccc1	·	6%	-12%
O=C(COc1cccc(C(F)(F)F)c1)NNC(=O)Cc1ccc(S(=O)(=O)N2CCOCC2)s1	-4%	0%	13%
CC(=O)N1CCCc2cc(S(=O)(=O)N3CCC(C(=O)NCc4ccccc4)CC3)ccc21	-7%	4%	?
Cc1cc(C)cc(-n2nnc(-c3nsc(NC(=O)c4ccccc4Cl)n3)c2C)c1	-19%	?	?
COc1ccc(C(=O)c2cnc3ccccc3c2-c2ccccc2)cc1	-5%	6%	?
CCCC(c1nnnn1Cc1ccc(F)cc1)N1CCN(C)CC1 (centres undefined)	0%	-7%	-7%
Cc1sc2nc(C(C)C)nc(SCC(=O)N3CCN(C(=O)c4ccco4)CC3)c2c1C	-7%	7%	?
CSc1nc(N)nc(SCC(=O)C(C)(C)C)c1C#N	-1%	0%	23µM*
Clc1ccc(CN2CCN(c3ncccn3)CC2)cc1	-1%	·	-17%
COc1ccccc1/C=c1\sc2nc(-c3ccccc3OC)nn2c1=O	-3%	4%	16µM*
Cc1cccc(C(=O)NCC(=O)OCC(=O)N2CCc3ccccc32)c1	-17%	1%	-17%
Cc1nn(Cc2ccccc2Cl)c(C)c1C(=O)NCCN1C(=O)S/C(=C\c2ccccc2)C1=O	-9%	2%	-29%
Cc1ncc(C[n+]2csc(CCOC(=O)CC34CC5CC(CC(C5)C3)C4)c2C)c(N)n1	-1%	3%	?
O=C(NCCOc1ccccc1)c1cccc(S(=O)(=O)NCc2ccccc2)c1	-7%	·	?
CSc1ccccc1OCc1cc(C(=O)N2CCc3[nH]cnc3C2c2ccccn2)no1 (centres undefined)	?	11%	2.9µM*
Cc1cc(C)c(C)c(S(=O)(=O)N2CCC(C(=O)NCCCN3CCOCC3)CC2)c1C	-4%	2%	-1%
O=C(NCc1ccccc1OC(F)(F)F)C1CCC(=O)N(C2CC2)C1 (centres undefined)	-2%	4%	0%
Cc1ccc(CN(Cc2ccc(C)o2)C(=S)NCC(=O)O)cc1	-4%	-6%	-5%
Cn1c(Cn2c(=O)sc3ccccc32)nnc1SCC(=O)N1CCc2ccccc21	-6%	0%	?
Cc1cc(/C=N/NC(=O)CC2(C)OCCO2)c(C)n1-c1cc(Cl)cc(Cl)c1	-2%	1%	?
COC(=O)COc1ccsc1C(=O)OC	-9%	0%	-5%
COc1ccc(C2(c3ccc(OC)cc3)NC(=O)NC2=O)cc1	-4%	6%[0.0935 µM]	-4%
CCCCn1c(N)c(N(C)C(=O)c2ccc(-n3cccn3)cc2)c(=O)[nH]c1=O	-7%	1%	4%
Brc1cccc(-c2nnc3n2CCC3)c1	-3%	4%	-4%
COc1ccc(NC(=O)c2cccn2-c2nnc(N3CCCCC3)s2)cc1	16%	3%	?
CSc1ccccc1C(=O)N1CCC(n2nccc2NC(=O)C(C)(C)C)CC1	1%	3%	-18%
O=C(O)c1ccc(-c2cccc([N+](=O)[O-])c2)o1	-8%	·	30%[activator]
Cc1cc(=O)oc2cc(OCC(=O)N3CCN(C(=O)C4COc5ccccc5O4)CC3)ccc12 (centres undefined)	?	3%	?
c1ccc2nc(C3=NCCN3)ccc2c1	?	9%[56.1 µM]	-24%
CSC(C1CCCC1)n1nnc2ccccc21 (centres undefined)	-6%	5%	-22%
COc1ccc(Oc2ncc3nc(CCc4ccccc4)c(=O)n(CCC#N)c3n2)cc1	-7%	·	23µM*
Cc1ccc(C(=O)Nc2nc(-c3cc(Cl)sc3Cl)cs2)cc1	-7%	1%	?
Cc1ccc(-n2ncc3c(=O)[nH]c(SC(C)C)nc32)cc1	-10%	0%	-19%

A portion of the library; rates above refer to the full screens.
